# Tau fibril ThT: qHTS for Inhibitors of Tau Fibril Formation, Thioflavin T Binding | 270,000 compounds, 2.1% hits | Potency, µM (titrated, usually from 57.4 µM), for inactives: at the top dose activity, negative = inhibition, usual class: inhibitors | Microtubule-associated protein tau (Homo sapiens), P10636 | recombinant tau K18 P301L, heparin-induced fibrillization, ThT fluorescence; note: nearly all actives have a fitted effect of over 55% in size
# Target sequence (P10636 561-689 P618L limits assumed): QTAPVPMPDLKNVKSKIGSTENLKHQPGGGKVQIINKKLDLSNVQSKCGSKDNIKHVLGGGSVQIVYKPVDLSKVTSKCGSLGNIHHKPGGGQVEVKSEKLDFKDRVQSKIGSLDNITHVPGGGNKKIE
#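 Using a mix of unlabeled (15 uM) and Alexa 594-labeled (0.24 uM) tau K18 P301L, heparin-triggered fibrillization over 6 hr at 37 C was scored by ThT fluorescence.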
# L3MBTL1 block: qHTS Assay for the Inhibitors of L3MBTL1; Potency, µM (highest dose often 57.1 µM), inactives show top-dose activity, negative = inhibition, actives largely listed as inhibitors; AlphaScreen L3MBTL1–H3K9me1 peptide binding; AID 485360, 2010; 230,000 compounds, 0.66% hits; Lethal(3)malignant brain tumor-like protein 1 (Homo sapiens), Q9Y468; note: nearly all actives have a fitted effect of over 60% in size
#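 Displacement of a biotinylated histone H3(1-15) peptide monomethylated at Lys9 (75 nM) from L3MBTL1 (50 nM) was measured by AlphaScreen after a 30 min room-temperature compound incubation; cefsulodin titration served as intraplate control.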
# Tau fluor cs: Counterscreen qHTS for Inhibitors of Tau Fibril Formation, Fluorescence Polarization | AID 1463, 2008 | 280,000 compounds, 0.93% hits | tau K18 P301L Alexa594 fluorescence, heparin fibrillization | Potency, µM (top dose mostly 57.7 µM), for inactives: at the highest dose activity change, negative = decrease; note: nearly all actives have a fitted effect of over 55% in size
#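 Human tau K18 P301L (15 uM unlabeled, 0.24 uM Alexa 594-labeled) in 100 mM sodium acetate pH 7 with 20 uM heparin, 6 hr at 37 C. ThT 30 uM added, 1 hr ambient; Alexa 594 FP and total fluorescence read at 555/632 nm.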
# TR SRC2 fluor cs: Total Fluorescence Counterscreen for Inhibitors of the Interaction of Thyroid Hormone Receptor and Steroid Receptor Coregulator 2; TRb/SRC2 Texas Red total fluorescence interference; Potency, µM (series often up to 106 µM), inactives show at the top dose fluorescence change, negative = quenching; 280,000 compounds, 0.29% hits; active = well fitted curve in either direction with a large enough effect; inconclusive = small, poorly fitted or top-dose-only effect
#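 Human TRβ ligand-binding domain (0.6 uM) and Texas Red SRC2 peptide (20 nM) in Tris buffer with 1 uM T3 and 5% DMSO were incubated with pinned compound for 5 hr at ambient temperature. Total fluorescence was computed as S + 2P (555/632 nm).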
# aGal spleen mod: qHTS Assay for Inhibitors and Activators of Human alpha-Galactosidase From Spleen Homogenate | 240,000 compounds, 0.008% hits | AID 2107, 2009 | Potency, µM (titrated, usually from 80 µM), inactives show at the top dose activity change, negative = inhibition, hits mostly inhibitors | human spleen homogenate, 4MU-alpha-Gal fluorescence, 40 min | Alpha-galactosidase A (Homo sapiens), P06280;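 note: 0% = enzyme with vehicle and -100% = no enzyme basal signal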
# Target sequence (P06280 32-429 limits assumed): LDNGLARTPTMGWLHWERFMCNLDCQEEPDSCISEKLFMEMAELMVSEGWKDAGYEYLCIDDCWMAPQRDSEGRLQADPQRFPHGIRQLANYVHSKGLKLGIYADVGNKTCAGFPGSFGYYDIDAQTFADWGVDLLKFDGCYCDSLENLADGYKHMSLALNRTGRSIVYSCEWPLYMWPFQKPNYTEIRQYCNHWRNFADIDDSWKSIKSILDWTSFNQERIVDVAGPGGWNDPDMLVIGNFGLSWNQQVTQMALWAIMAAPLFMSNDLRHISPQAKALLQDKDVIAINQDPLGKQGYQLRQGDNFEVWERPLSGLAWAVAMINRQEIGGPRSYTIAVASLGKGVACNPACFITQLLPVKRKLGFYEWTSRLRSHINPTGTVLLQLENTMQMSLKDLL
#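 Human spleen homogenate (1 ug) as enzyme source, 4-methylumbelliferyl-alpha-D-galactopyranoside 1 mM final, citrate/phosphate pH 5.0 with 0.01% Tween-20. Compounds 40 min at 37C, NaOH/glycine stop; fluorescence Ex 365/Em 440, Hill-fit AC50.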
# Tau fibril FP: qHTS for Inhibitors of Tau Fibril Formation, Fluorescence Polarization; K18 P301L tau heparin fibrillization, Alexa594 FP, 6 h; AID 1468, 2008; 280,000 compounds, 0.39% hits; Microtubule-associated protein tau (Homo sapiens), P10636; Potency, µM (doses to about 57.7 µM), for inactives: at the highest dose activity, negative = inhibition, hits mostly inhibitors; note: nearly all actives have a fitted effect of over 55% in size
#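 Human tau K18 […] P301L fragment, 15 uM unlabeled plus 0.24 uM Alexa 594-labeled tau (final), with compound and 20 uM heparin in 100 mM sodium acetate pH 7; 6 hr at 37 C, then Alexa 594 FP read.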
# ALDH1A1 block: qHTS Assay for Inhibitors of Aldehyde Dehydrogenase 1 (ALDH1A1); Potency, µM (doses to about 75.3 µM), for inactives: at the highest dose activity, negative = inhibition, hits mostly inhibitors; 220,000 compounds, 7.3% hits; AID 1030, 2008; Purified ALDH1A1, NADH fluorescence, propionaldehyde substrate; active = well fitted inhibition curve with a large enough effect, not every such curve was filed as active; inconclusive = small, poorly fitted or top-dose-only effect, or another doubt; inactive = no such curve, though single readings can be large or run the other way;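 note: plate controls were no enzyme wells and a reference inhibitor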
# Target sequence (P00352 whole entry, looked up): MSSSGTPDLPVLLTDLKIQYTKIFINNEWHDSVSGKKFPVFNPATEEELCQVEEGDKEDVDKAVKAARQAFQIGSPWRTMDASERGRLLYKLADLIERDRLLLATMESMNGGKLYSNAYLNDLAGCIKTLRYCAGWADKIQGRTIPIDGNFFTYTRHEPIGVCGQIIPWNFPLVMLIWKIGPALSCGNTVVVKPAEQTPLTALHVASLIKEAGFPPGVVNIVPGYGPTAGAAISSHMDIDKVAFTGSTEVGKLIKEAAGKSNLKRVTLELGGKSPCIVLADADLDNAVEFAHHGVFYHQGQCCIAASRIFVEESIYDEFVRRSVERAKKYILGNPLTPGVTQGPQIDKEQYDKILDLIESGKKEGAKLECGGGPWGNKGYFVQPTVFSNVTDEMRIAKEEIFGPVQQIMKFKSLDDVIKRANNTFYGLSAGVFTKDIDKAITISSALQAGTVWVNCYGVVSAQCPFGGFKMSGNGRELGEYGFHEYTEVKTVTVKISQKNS
# TRb SRC2 PPI: qHTS for Inhibitors of the Interaction of Thyroid Hormone Receptor and Steroid Receptor Coregulator 2. Thyroid hormone receptor beta (Homo sapiens), P10828. TRbeta-SRC2 peptide binding, fluorescence polarization; receptor liganded with 1 µM T3. Potency, µM (series often up to 106 µM), for the others: top-dose activity change, negative = inhibition, actives largely listed as inhibitors. 280,000 compounds, 0.065% hits;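 note: plate controls were bound peptide for no effect and peptide without receptor for full effect; nearly all actives have a fitted effect of over 50% in size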
#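 Polarization signal, normalized between peptide-alone and full complex controls, measured compound effects on T3-liganded human TRb LBD (0.6 uM) binding 20 nM Texas Red SRC2 peptide after 5 hr.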
# Numbers without * were called inactive; ? = inconclusive; · = not tested or not shown; & = joins results of further samples; [ ] = remark or other dose. Unless noted, calls come from the whole dose curve; as a rule, active = well fitted curve in the direction sought with a large enough effect; inconclusive = small, poorly fitted or top-dose-only effect, or another doubt; inactive = no such curve, though single readings can be large; an effect the other way counts as inactive or inconclusive. Unless noted, % is set by controls: 0 for no effect and ±100 for the full control effect; potency is the fitted concentration of half-maximal effect.
# Short keys – A = Tau fibril ThT; B = L3MBTL1 block; C = Tau fluor cs; D = TR SRC2 fluor cs; E = aGal spleen mod; F = Tau fibril FP; G = ALDH1A1 block; H = TRb SRC2 PPI
O=C1OCC2=C1C(c1ccc(F)cc1)CC(=O)N2c1ccc(F)cc1 (stereo unspecified)
  A = -5%; B = 5%; C = -5%; D = 0%; E = -3%; F = -13%; G = -14%; H = 5%
O=C(OCC1OC2OC3(CCCCC3)OC2C2OC3(CCCCC3)OC12)c1ccccc1 (stereo unspecified)
  A = -12%; B = -3%; C = -12%; D = -2%; E = -10%; F = 5%; G = -2%; H = 9%
C/C(=N\NC(=O)CCc1ccccc1)C1C(=O)c2ccccc2C1=O
  A = ?; B = -10%; C = -18%; D = -3%; E = -1%; F = 5%; G = -4%; H = 1%
Cc1ccc(-n2c(Cc3cccn3C)nnc2SCC(=O)Nc2cc(C)on2)cc1
  A = -12%; B = -1%; C = -9%; D = 1%; E = -2%; F = -1%; G = ?; H = -4%
COc1ccc(O)c(/C=N/NC(=S)Nc2cccc(S(=O)(=O)N(C)C)c2)c1
  A = ?; B = 10µM*; C = ?; D = -3%[53 µM]; E = 3%; F = ?; G = ?; H = 1%[53 µM]
O=C(Nc1cc(C(F)(F)F)ccc1-n1cncn1)c1ccc(Br)cc1
  A = 1%; B = -1%; C = -18%; D = -2%; E = -4%; F = -16%; G = 10%; H = -3%
C=CCn1c(SCC(=O)c2ccc(O)c(O)c2)nnc1-c1ccccc1OC
  A = ?; B = -21%; C = -14%; D = -4%; E = -8%; F = 4%; G = 0%; H = -1%
O=C(COc1c(F)c(F)cc(F)c1F)NC(=O)NC1CCCC1
  A = -7%; B = 8%; C = -8%; D = 5%; E = -10%; F = 13%; G = -15%; H = 2%
CC(C)c1ccc2c(c1)[C@H]1OCC[C@H]1[C@@H](c1cccs1)N2
  A = 4%; B = -11%; C = 6%; D = -3%; E = 8%; F = 4%; G = 6%; H = -6%
Cc1cc(C(=O)COC(=O)[C@H](C)NC(=O)c2ccco2)c(C)n1Cc1ccco1
  A = -7%; B = ?; C = -2%; D = 1%; E = -2%; F = -4%; G = -8%; H = -1%
Cc1ccc2[nH]c(CSc3nnc(NC(=O)c4ccccc4F)s3)cc(=O)c2c1
  A = -13%; B = ·; C = -6%; D = 0%; E = ·; F = -12%; G = ·; H = -5%
COc1ccc(S(=O)(=O)N(C)C)cc1NC(=O)[C@H](Cc1ccccc1)N1C(=O)c2ccccc2C1=O
  A = 2%; B = ?; C = -20%; D = 0%; E = 9%; F = 4%; G = -3%; H = 12%
COC(=O)C(=C/C(C)=C/c1cccs1)C(=O)OC
  A = ?; B = -4%; C = -2%; D = -1%; E = -5%; F = 13%; G = -4%; H = 3%
CC(=O)Nc1ccc(-c2nnc(SCc3c(C)cc(C)cc3C)n2C)cc1
  A = -14%; B = ·; C = -11%; D = -2%; E = -1%; F = -5%; G = -2%; H = -8%
Cc1ccc2c(CC(=O)N3CCc4ccccc43)coc2c1
  A = ?; B = 3%; C = -11%; D = -1%; E = 1%; F = -2%; G = -14%; H = -4%
CC(C)(C)OC(=O)NCCCC1=CC2=CC(=O)C(C)(OC(=O)c3ccc(Cl)nc3)C(=O)C2=CO1 (stereo unspecified)
  A = -7%; B = ·; C = -2%; D = 5%; E = -1%; F = 9%; G = -6%; H = -1%
CC(C)c1ccc(N2C(=O)CSC23C(=O)N2CCCc4cccc3c42)cc1 (stereo unspecified)
  A = -15%; B = ·; C = -6%; D = 3%; E = -3%; F = 0%; G = 0%; H = -9%
C/C(=C1/SC(=S)N(CCC(=O)O)C1=O)c1ccc(O)cc1
  A = ?; B = 13%[11.4 µM]; C = 0%; D = -2%; E = ?; F = -8%; G = ?; H = 2%
Clc1ccc(-c2nc(-c3cnccn3)no2)cc1
  A = ·; B = ·; C = -3%; D = -1%; E = 10%; F = 3%; G = ·; H = 0%
CCOC(=O)c1cccc(NS(=O)(=O)c2cc(-c3cnc(C)o3)ccc2OC)c1
  A = -7%; B = ·; C = -23%; D = -2%; E = ·; F = -6%; G = ·; H = 1%
COc1ccccc1CC(=O)Nc1ccc2nc(Nc3cccc(C(F)(F)F)c3)cc(C)c2c1
  A = -13%; B = ·; C = 6.3µM*[quencher]; D = -1%; E = ·; F = -7%; G = ·; H = 9%
CC(=O)c1nnn(-c2ccccc2C#N)c1C
  A = 4%; B = 0%; C = 0%; D = -2%; E = 5%; F = ?; G = 7%; H = 0%
CCN(CCCNC(=O)c1cc2c(=O)n(C)c3ccccc3c2s1)c1ccccc1
  A = -3%; B = ·; C = ?; D = -3%; E = ·; F = -2%; G = ·; H = 5%
COc1ccc(-c2nnc(SCC(=O)Nc3cc(F)ccc3C)o2)cc1
  A = -6%; B = ·; C = -17%; D = 0%; E = 2%; F = -11%; G = ?; H = -28%
COc1ccc(N2CCN(Cc3nnc(-c4ccc5c(c4)OCO5)o3)CC2)cc1
  A = ?; B = ·; C = -15%; D = -1%; E = ·; F = 7%; G = ·; H = -8%
O=c1[nH]cnc2c1ncn2C1OC(CO)C(O)C1O (stereo unspecified)
  A = 2%&0%&-1%; B = ·; C = -2%&-4%&-3%; D = ?; E = 6%&-7%&7%; F = 3%&-5%&-1%; G = 27%&-1%&0%; H = -4%&4%&2%
CN(C)S(=O)(=O)c1ccc2c(c1)c(=O)c(C(=O)N1CCN(c3cccc(Cl)c3)CC1)cn2C
  A = -10%; B = ·; C = -13%; D = 1%; E = ·; F = 7%; G = ·; H = -5%
COc1ccc(C(=O)N2CCN(c3ccccn3)CC2)cc1
  A = -7%; B = ·; C = -2%; D = -6%; E = 10%; F = 2%; G = 1%; H = 0%
CN(C)c1cccc(C(=O)NCc2ccc(Cl)cc2)c1
  A = -17%; B = ·; C = -21%; D = 0%; E = ?; F = 3%; G = -14%; H = 2%
CCc1ccc(S(=O)(=O)NC(=S)Nc2ccccc2)cc1
  A = -18%; B = 2%; C = -19%; D = -2%; E = 5%; F = ?; G = 32µM*; H = -3%
COc1ccc(/C=N/Nc2nc3ccccc3[nH]2)cc1OC
  A = 13µM*; B = -4%; C = ?; D = -8%; E = 7%; F = ?; G = 4%; H = 1%
CC(=O)NC(CCS(C)(=O)=O)C(=O)Nc1c(F)cccc1F (stereo unspecified)
  A = 1%; B = 3%; C = 7%; D = 2%; E = 5%; F = -2%; G = 3%; H = -18%
Cn1nc(C(F)(F)F)cc1Oc1ncc(C(F)(F)F)cc1Cl
  A = -5%; B = 7%; C = 0%; D = -7%; E = -4%; F = -7%; G = 2%; H = -4%
C#CCOC(=O)C[N+](C)(C)CC#Cc1ccccc1
  A = -4%; B = ·; C = -2%; D = -3%; E = -4%; F = 3%; G = 12%; H = 4%
O=C1COc2ccc(-c3cc(-c4ccc(F)cc4)c4c(n3)-c3ccccc3OC4)cc2N1
  A = 6%; B = ·; C = -12%; D = -28%; E = ·; F = ?; G = ·; H = -1%
CO[C@H]1COC(=O)C/C=C\[C@H](C)COC(=O)[C@@H](C)NC(=O)C/C=C\[C@@H]1C
  A = -10%[11.5 µM]; B = ·; C = -13%[11.6 µM]; D = 5%[11.2 µM]; E = -1%[17.5 µM]; F = -2%[11.6 µM]; G = 9%[13.5 µM]; H = 12%[11.2 µM]
CCN(CC)C(=O)CSc1nnc([C@H](Cc2c[nH]c3ccccc23)NC(=O)OC(C)(C)C)o1
  A = -1%; B = -7%; C = -6%; D = -1%; E = -20%; F = 4%; G = 2%; H = -3%
Cc1ccc(C(=O)c2ccccc2C(=O)O)s1
  A = -3%; B = -13%; C = -2%; D = 0%; E = -10%; F = 1%; G = 18%; H = 1%
Cc1c(NC(=O)Cn2nc(C(=O)O)c3ccccc3c2=O)c(=O)n(-c2ccccc2)n1C
  A = -6%; B = 1%; C = -3%; D = 0%; E = -2%; F = -5%; G = 1%; H = -4%
CC(C)c1ccc(NC(=O)C2CCN(C(=O)c3ccc(F)cc3)CC2)cc1
  A = ?; B = ·; C = ?; D = 0%; E = ·; F = -5%; G = ·; H = -4%
C=Cc1ccc(Cn2c(=O)n(-c3ccccc3C)c(=O)c3c4c(sc32)CN(C(C)=O)CC4)cc1
  A = ?; B = ·; C = -13%; D = -9%; E = ·; F = 7%; G = ·; H = 2%
O=C(Nc1ccc(OC(F)(F)F)cc1)c1cc2ccccn2n1
  A = -2%; B = ·; C = -18%; D = -1%; E = ·; F = -11%; G = ·; H = 6%
Cc1ccc(Cn2ncc3c(N4CCN(Cc5ccc(Cl)cc5)CC4)ncnc32)cc1
  A = ?; B = -5%; C = -22%; D = -4%; E = 4%; F = 1%; G = ?; H = 0%
O=C(Nc1ccccc1C(F)(F)F)c1cc2nc(-c3ccccc3)cc(-c3ccccc3)n2n1
  A = -4%; B = ·; C = -17%; D = -1%; E = ·; F = -2%; G = ·; H = -5%

# 4 compounds picked at random from the list so far, as already listed:
# Short keys – A = Tau fibril ThT; B = L3MBTL1 block; C = Tau fluor cs; D = TR SRC2 fluor cs; E = aGal spleen mod; F = Tau fibril FP; G = ALDH1A1 block; H = TRb SRC2 PPI
COc1ccc(/C=N/Nc2nc3ccccc3[nH]2)cc1OC
  A = 13µM*; B = -4%; C = ?; D = -8%; E = 7%; F = ?; G = 4%; H = 1%
C#CCOC(=O)C[N+](C)(C)CC#Cc1ccccc1
  A = -4%; B = ·; C = -2%; D = -3%; E = -4%; F = 3%; G = 12%; H = 4%
O=C(Nc1ccc(OC(F)(F)F)cc1)c1cc2ccccn2n1
  A = -2%; B = ·; C = -18%; D = -1%; E = ·; F = -11%; G = ·; H = 6%
CC(=O)NC(CCS(C)(=O)=O)C(=O)Nc1c(F)cccc1F (stereo unspecified)
  A = 1%; B = 3%; C = 7%; D = 2%; E = 5%; F = -2%; G = 3%; H = -18%

# No enrichment for hits. Share with any hit: about 8.5%.
